# Source: PubChem BioAssay
# S1P2 agonist: activates the human S1P2 receptor | O95136 | S1P2-expressing cell line, agonist reporter read-out | activation, % at 4.5 µM | 97,000 compounds, 0.46% hits | AID 729; in the data active = activation above about 16%;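 also: 0% = vehicle low control and 100% = maximal reference agonist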
# Target sequence (O95136 whole entry, looked up): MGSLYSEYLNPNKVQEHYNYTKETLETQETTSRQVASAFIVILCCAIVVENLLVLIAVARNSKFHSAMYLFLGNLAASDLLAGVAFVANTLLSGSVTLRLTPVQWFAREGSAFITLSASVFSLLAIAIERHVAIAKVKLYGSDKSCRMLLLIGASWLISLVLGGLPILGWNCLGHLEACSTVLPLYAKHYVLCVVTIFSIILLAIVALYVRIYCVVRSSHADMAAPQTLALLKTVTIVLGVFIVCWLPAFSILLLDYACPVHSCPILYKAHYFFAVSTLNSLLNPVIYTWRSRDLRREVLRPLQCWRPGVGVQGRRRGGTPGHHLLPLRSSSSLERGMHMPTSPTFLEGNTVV
# FAK inh: FAK (human) kinase inhibition | biochemical FAK kinase activity assay | inhibition, %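 (tested at 7 µM)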 | 97,000 compounds, 0.84% hits; in the data active = inhibition above about 19%;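 also: 0% = DMSO and 100% = reference compound high control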
# MT1-MMP txn act: MT1-MMP promoter transcription activation; activation factor at 10 µM; HT1080 MT1-MMP promoter luciferase reporter, luminescence, overnight; active compounds read high; 86,000 compounds, 0.16% hits;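 active = activation factor of at least 2 for MT1-MMP transcription at 10 µM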
# EphB4 antag: antagonists of human EphB4-ephrin-B2 interaction; EphB4 LBD / TNYL-RAW-Alexa532 peptide, fluorescence polarization; inhibition, % at 7 µM; 97,000 compounds, 0.15% hits; AID 720;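 active = inhibition above the screen-wide mean inhibition plus 3 SD, cut at about 15% in these data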;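 also: 0% = DMSO wells and 100% = excess unlabeled TNYL-RAW peptide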
# PLK1 inh: blocks human PLK1 kinase activity; P53350; recombinant PLK1 kinase, TR-FRET peptide phosphorylation; inhibition, % at 10 µM; 97,000 compounds, 0.53% hits; AID 619;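 active = inhibition of 50% or more in the single-concentration screen; inactive = inhibition below 50%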;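 also: 0% = DMSO max control and 100% = H-89 dihydrochloride min control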
# PLAP act: human PLAP activation. P05187. purified PLAP enzyme, luminescent substrate read-out; active compounds read high. activation fold at 20 µM. 96,000 compounds, 1.2% hits. AID 696; in the data active = activation fold above about 2
# Target sequence (P05187 whole entry, looked up): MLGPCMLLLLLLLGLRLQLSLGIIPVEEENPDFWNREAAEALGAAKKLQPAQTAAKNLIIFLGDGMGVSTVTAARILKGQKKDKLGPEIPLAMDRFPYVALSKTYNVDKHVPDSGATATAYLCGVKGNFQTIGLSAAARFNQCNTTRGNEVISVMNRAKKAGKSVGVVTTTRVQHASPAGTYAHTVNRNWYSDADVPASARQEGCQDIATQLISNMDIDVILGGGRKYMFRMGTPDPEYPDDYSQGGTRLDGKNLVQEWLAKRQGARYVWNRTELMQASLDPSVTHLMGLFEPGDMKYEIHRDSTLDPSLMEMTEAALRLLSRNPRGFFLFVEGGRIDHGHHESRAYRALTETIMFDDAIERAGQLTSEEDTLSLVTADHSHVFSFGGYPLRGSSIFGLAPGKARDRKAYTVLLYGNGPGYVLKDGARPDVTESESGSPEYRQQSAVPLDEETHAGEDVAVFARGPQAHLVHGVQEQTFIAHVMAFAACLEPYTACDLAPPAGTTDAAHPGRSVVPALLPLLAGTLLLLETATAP
# HIV Rev-RRE inh: HIV Rev-RRE protein-RNA interaction inhibition | 97,000 compounds, 0.79% hits | Rev peptide-RRE RNA binding, FRET | inhibition, % at 8 µM | AID 704 | P05866;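 active = inhibition above the screen-wide mean plus 3 SD, cut at about 35% in these data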;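 also: 0% = median DMSO wells and 100% = median Neomycin B control wells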
# Target sequence (P05866 whole entry, looked up): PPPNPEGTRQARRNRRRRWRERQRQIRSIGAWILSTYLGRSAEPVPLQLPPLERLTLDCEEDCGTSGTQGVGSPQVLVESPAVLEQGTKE
#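 System: Cy5-labelled duplex RRE RNA binding fluorescein-labelled HIV Rev peptide; Signal: fluorescein-to-Cy5 FRET, 480 nm excitation; Also added: labelled Rev peptide; Compound: one concentration, 8 µM nominal; Buffer or medium: HEPES pH 7.5 salt buffer with EDTA; Read-out: % inhibition of FRET ratio versus controls; Schedule: 5 min preincubation and 15 min binding, 25 °C.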
# S1P2 antag: blocks the human S1P2 receptor; cell-based S1P2 antagonist assay, inhibition at 5 uM; inhibition, % at 5 µM; AID 736; O95136; 97,000 compounds, 0.21% hits; in the data active = inhibition above about 45%;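 also: CRE beta-lactamase reporter cells expressing human S1P2 stimulated with S1P; 0% = agonist at EC80 alone and 100% = agonist plus reference antagonist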
# PLK1 PBD inh: blocks phosphopeptide binding to human Plk1 polo box domain; P53350; Plk1 PBD phosphopeptide binding, fluorescence polarization; inhibition, %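 (tested at about 20 µM)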; 97,000 compounds, 0.13% hits; AID 693; in the data active = inhibition above about 34%, passing the limit was not always enough
# Starred values were filed as active, the others as inactive; . = no result given; [ ] = another dose, or the depositor's remark.
SMILES,S1P2 agonist,FAK inh,MT1-MMP txn act,EphB4 antag,PLK1 inh,PLAP act,HIV Rev-RRE inh,S1P2 antag,PLK1 PBD inh
O=C(CN1CCN(c2ccccc2F)CC1)c1ccc2c(c1)OCO2,-1.6,2.9,1.2,-1.7,-10.0,1,1.2,0.8,0.6
Cc1ccc(NC(=O)CC2Oc3ccc(C)cc3NC2=O)cc1 (stereo unspecified),-4.0,-0.8,1.2,-1.1,-3.5,0.9,5.2,11.8,-11.1
Cc1cnnc2c1-c1no[n+]([O-])c1CC2,-1.1,2.1,1.2,-1.6,-4.2,1,-2.3,-14.4,-12.0
CC(=O)c1ccc(NC(=O)c2noc3c2CCCCC3)cc1,-2.2,2.3,1.4,4.9,-9.7,0.9,2.1,-24.9,-2.7
COc1ccc(C)cc1NC(=O)CN(Cc1nnc(-c2ccc(Cl)cc2)o1)C1CCCC1,-4.4,-3.9,1.2,-0.4,-8.1,1,-1.5,-1.4,1.5
Cc1cccc(Nc2nc3c(c(=O)n(C)c(=O)n3C)n2Cc2ccccc2)c1,-7.8,-1.3,1.4,-2.5,-6.4,1.2,7.8,9.8,4.1
C/C(N)=C(/C#N)C(=O)CSc1nc2cc(Cl)ccc2s1,-4.1,14.9,1.4,6.0,-1.3,1.2,10.8,9.1,11.6
Cc1cc(=O)n2nc(-c3ccccc3)sc2n1,0.1,-4.2,1.6,-5.8,-4.7,1,5.4,-1.7,-0.1
CC1CCCN(C(=O)C2CCCN(S(=O)(=O)c3cccc4nsnc34)C2)C1 (stereo unspecified),-6.0,-1.1,1.1,9.9,1.4,1.1,7.0,1.5,-10.8
Cc1ccc2c(CC(=O)NCc3ccc4c(c3)OCO4)coc2c1,-8.3,5.7,1,7.5,1.7,0.8,6.1,9.5,-17.5
Nc1ccc(N2CCCCC2)cc1N1CCCCC1,-2.8,7.6,1,-2.6,-5.8,1.1,-6.9,3.0,-25.3
COc1cc(COc2ccc3c(C)c(Cc4ccccc4)c(=O)oc3c2)cc(OC)c1OC,-4.6,-0.8,.,-2.3,-13.4,1,-2.6,-13.9,-11.2
Nc1cc(-c2ccc(Cl)cc2)nn1S(=O)(=O)c1ccc(Cl)cc1,-1.4,3.2,.,-2.6,0.4,0.9,6.9,0.1,-15.9
COc1ccccc1CN(Cc1nc2ccccc2c(=O)[nH]1)C(=O)Nc1ccc(C)cc1,-1.2,0.1,1.4,-3.1,-18.9,1.1,11.2,-0.4,17.6
CC(=O)c1cc(NC(=O)c2ccc(Cl)cc2)c(=O)oc1/C=C/N(C)C,-6.1,3.4,.,-1.0,-11.5,1.1,129.5*[fluorescence artefact?],-94.5,-88.9
CN(C(=O)c1cc2n(n1)C(C(F)(F)F)CC(c1ccco1)N2)c1ccc(OC(F)(F)F)cc1 (stereo unspecified),-4.9,-0.3,1.2,-2.5,-2.0,1.2,2.4,15.2,18.7
CCC(=O)N1c2ccc(S(=O)(=O)N(CCO)Cc3ccccc3)cc2CC1C (stereo unspecified),-6.0,-0.7,1.1,3.4,1.2,1.2,6.8,-2.3,0.7
Cc1ccc(S(=O)(=O)N2c3ccccc3OCC2C(C)(C)C)cc1 (stereo unspecified),-1.2,1.4,.,-3.5,-6.0,.,20.9,5.5,-26.6
Cc1[nH]nc2c1/C(=N/O)CC(c1ccccc1)C2 (stereo unspecified),-4.9,6.3,1,3.0,-7.7,1.4,5.0,6.8,14.3
CCN1c2ccccc2NC2N=C(OC)C(c3ccccc3)C21 (stereo unspecified),-2.0,0.6,0.8,1.4,-2.9,1.4,-2.7,8.1,9.8
COc1cc2cc(Br)cc(Br)c2nc1C,-2.0,-0.5,1.2,-3.1,-13.9,1.3,3.6,0.0,-7.3
Cc1ccc(C(=O)N/N=C/c2cc(C)n(-c3ccc(Br)cc3)c2C)cc1[N+](=O)[O-],-6.8,9.6,.,8.4,-2.6,1,-0.4,37.4,35.5
COc1ccc(C)cc1NC(=O)c1cnc2n(c1=O)CCS2,-3.5,1.4,1.4,6.3,-6.7,.,2.8,-25.2,4.8
CNC(=O)NC(=O)CSc1cccc(C(F)(F)F)c1,-1.6,4.0,1.2,7.4,-3.5,0.9,6.5,14.4,6.8
O=C(O)c1cc(-c2ccc(O)cc2)nc2ccccc12,-0.5,-0.1,.,-2.4,-4.0,0.9,2.9,-7.6,-11.6

# The list goes on; it opens with the three that closed the last part.
SMILES,S1P2 agonist,FAK inh,MT1-MMP txn act,EphB4 antag,PLK1 inh,PLAP act,HIV Rev-RRE inh,S1P2 antag,PLK1 PBD inh
COc1ccc(C)cc1NC(=O)c1cnc2n(c1=O)CCS2,-3.5,1.4,1.4,6.3,-6.7,.,2.8,-25.2,4.8
CNC(=O)NC(=O)CSc1cccc(C(F)(F)F)c1,-1.6,4.0,1.2,7.4,-3.5,0.9,6.5,14.4,6.8
O=C(O)c1cc(-c2ccc(O)cc2)nc2ccccc12,-0.5,-0.1,.,-2.4,-4.0,0.9,2.9,-7.6,-11.6
O=C(Nc1ccc(-c2cn3ccsc3n2)cc1)C1COc2ccccc2O1 (stereo unspecified),-4.1,1.7,1.3,1.7,-7.5,0.7,4.3,11.9,12.4
Cc1cc2oc(=O)cc(CSc3nc(N)cc(N)n3)c2cc1C,1.1,-0.7,.,1.3,-6.9,1,6.6,-20.8,-3.7
O=C(NCCNS(=O)(=O)c1ccccc1Cl)c1cc(OCC(F)(F)F)ccc1OCC(F)(F)F,0.2,1.1,.,-2.8,-4.0,1,6.2,-10.6,-29.6
O=C(NCC1CCC(C(=O)O)CC1)OCc1ccccc1 (stereo unspecified),-4.3,-4.1,1.1,2.0,-1.8,1.3,2.8,11.8,9.2
COc1ccccc1NC(=O)CSc1nnc(C)n1Cc1ccccc1,-2.5,-1.8,1.1,-2.6,-6.6,1,3.0,-7.0,15.6
Cc1ccc(OC(=S)Nc2ccccc2)c(C)c1,-0.9,0.9,1.1,5.5,-2.3,.,8.6,-3.8,6.7
Cc1ccc(/C=N/NC(=O)Cn2cnc3ccccc32)o1,-3.1,-3.6,.,-5.0,-11.5,0.9,0.8,7.8,0.9
Cc1cccc(OCCCC(=O)Nc2ccc(Br)cc2)c1,-9.0,-1.3,.,2.7,-13.6,0.9,7.0,13.7,-25.1
COc1cccc2c(C)nc(Nc3nc(CSc4nnc(C)s4)cc(=O)[nH]3)nc12,11.7,0.0,1.3,-3.9,-19.7,0.8,7.0,-40.7,-15.6
CCOc1ccc(-n2c(N)c(-c3nc4ccccc4[nH]3)sc2=S)cc1,-4.3,-2.7,1.1,4.8,-4.0,0.9,6.2,-4.2,6.7
O=C(Cn1ncc2c3ccccc3n(Cc3ccccc3)c2c1=O)N1CCN(c2ncccn2)CC1,-4.7,3.6,1.3,-3.6,-3.4,1.9,1.5,-2.0,18.7
CC(Sc1nc(-c2ccccc2)cc(C(F)(F)F)n1)C(=O)Nc1sc2c(c1C#N)CCC2 (stereo unspecified),-7.7,-5.7,.,-4.5,-18.6,1.1,9.2,9.1,-6.8
O=S1(=O)CC/C(=N\O)c2ccccc21,-1.5,-2.4,1.2,1.2,-0.7,.,5.1,4.7,15.1
CC(C)(C)c1csc(NC(=O)c2ccc(Cl)s2)n1,-7.5,4.0,1.4,2.7,-5.2,1.2,12.6,23.1,1.7
Cc1ccc2nc(SC(C)C(=O)N3CCCC3)[nH]c2c1 (stereo unspecified),-1.7,-0.4,1.5,-1.9,-10.3,.,1.2,6.5,-3.1
O=C(NC1=NCCS1)c1ccc(Br)s1,-1.7,1.1,1.5,1.3,-6.0,1,8.8,-7.2,3.5
COc1ccc(/C=N/n2c(=O)[nH]c3c([nH]c4ccc(C)cc43)c2=O)cc1CN1CCOCC1,-2.1,4.9,1,2.4,-6.4,1.5,9.3,15.4,-2.4
CCC(=O)N1CCN(CCN=CC2=C(O)CC(c3cccs3)CC2=O)CC1 (stereo unspecified),-4.2,1.5,1.2,-3.3,-4.0,1,3.2,5.8,12.7
Cc1cc(C(=O)NC2CCCc3ccccc32)c(C)o1 (stereo unspecified),-7.8,0.7,.,5.0,-7.8,1,9.4,14.0,1.0
CN(CCCC(=O)NCc1ccco1)S(=O)(=O)c1ccccc1,-0.9,1.7,1.2,2.5,-3.4,1,12.9,-1.6,2.7
CCOC(=O)C1CCC2(CC1)C(C#N)=C(N)Oc1n[nH]c(C)c12 (stereo unspecified),-2.9,4.6,1.1,1.9,69.9*,.,-1.9,5.9,-14.4
O=C(CSc1nc2ccccc2nc1SCC(=O)N1CCOCC1)N1CCOCC1,-2.8,-8.2,1,-3.6,4.4,1.1,1.6,-23.9,3.3
O=C(Nc1ccccc1)N(C1=NCCCCS1)c1cccc2ccccc12,-6.0,4.7,1.1,6.0,-4.4,1,6.2,2.8,3.1
O=C(Oc1ccc(Br)cc1C(=S)N1CCCCC1)c1cc([N+](=O)[O-])cc([N+](=O)[O-])c1,-9.2,-1.2,.,0.3,-7.8,1.1,9.2,1.4,-2.8
CN(C)S(=O)(=O)c1ccc(Oc2ccccc2)cc1,-3.2,1.1,1.1,-1.9,-10.3,0.9,2.0,-4.5,8.8

# Reformatted: three of the compounds above
> COc1ccccc1NC(=O)CSc1nnc(C)n1Cc1ccccc1
  S1P2 agonist: -2.5; FAK inh: -1.8; MT1-MMP txn act: 1.1; EphB4 antag: -2.6; PLK1 inh: -6.6; PLAP act: 1; HIV Rev-RRE inh: 3.0; S1P2 antag: -7.0; PLK1 PBD inh: 15.6

> Cc1cccc(OCCCC(=O)Nc2ccc(Br)cc2)c1
  S1P2 agonist: -9.0; FAK inh: -1.3; MT1-MMP txn act: .; EphB4 antag: 2.7; PLK1 inh: -13.6; PLAP act: 0.9; HIV Rev-RRE inh: 7.0; S1P2 antag: 13.7; PLK1 PBD inh: -25.1

> Cc1ccc(S(=O)(=O)N2c3ccccc3OCC2C(C)(C)C)cc1 (stereo unspecified)
  S1P2 agonist: -1.2; FAK inh: 1.4; MT1-MMP txn act: .; EphB4 antag: -3.5; PLK1 inh: -6.0; PLAP act: .; HIV Rev-RRE inh: 20.9; S1P2 antag: 5.5; PLK1 PBD inh: -26.6

# New compounds follow
SMILES,S1P2 agonist,FAK inh,MT1-MMP txn act,EphB4 antag,PLK1 inh,PLAP act,HIV Rev-RRE inh,S1P2 antag,PLK1 PBD inh
N#CC1=C(N)C(C#N)(C#N)[C@H](c2ccoc2)[C@H]2CN(Cc3ccccc3)CC=C12,2.9,2.1,0.4,-3.1,-6.2,1.3,99.8*[fluorescence artefact?],9.1,-22.4
CCOC(=O)c1[nH]nc(C(=O)c2ccc(Br)cc2)c1O,-14.2,-8.5,.,6.6,-7.4,1,8.0,12.9,1.7
CCc1nc(NCCN2CCOCC2)c2oc3ccccc3c2n1,-4.0,0.1,1,-6.4,-8.1,1.4,6.9,1.4,-7.5
Cc1nn(Cc2ccc(Cl)cc2Cl)c(C)c1NC(=O)c1sc2ccccc2c1Cl,-4.4,3.5,.,-3.9,-1.1,0.9,-2.4,-10.2,-18.1
COc1ccc(CN2C(=O)CN=C2Nc2ccc(C)cc2C)cc1,-4.4,-2.9,1.2,3.8,-8.7,1.3,-0.5,-3.5,-8.0
O=C(CSc1ccccc1)Nc1ccncc1,-1.3,2.0,1.3,-6.0,-7.0,0.9,2.1,-23.5,7.0
Cc1ccc(-c2ccc(=O)[nH]n2)cc1,-2.4,-1.6,1.1,-0.1,-12.9,.,6.8,0.5,-11.7
O=Cc1cccn1Cc1ccc(Cl)cc1Cl,-7.0,4.8,1,-3.4,-3.4,0.9,3.0,-2.1,-7.4
Cc1cc(NS(=O)(=O)c2ccc(NC(=O)NC3CCCCC3)cc2)no1,-4.2,-7.8,1,-4.3,-4.4,0.9,-1.0,-5.0,-3.8
Cc1nn(-c2ccccc2)c2c1/C(=N/O)CC(C)(C)C2,-0.5,2.4,0.9,-3.1,3.9,1,3.7,-18.0,21.6
